# Screens as filed in PubChem.
# NPSR antag – neuropeptide S receptor (human) antagonism, cAMP; Q6W5P4; CHO-NPSR cells, cAMP TR-FRET, antagonist mode; Potency, µM (doses to about 38.3 µM), for the others: at the highest dose activity change, negative = inhibition, usual class: inhibitors; actives 1% (n = 220,000); AID 1461; further: potency means the concentration at half of the fitted maximal effect; on the % scale 0 is the no-effect control and ±100 the full control effect; nearly all actives have a fitted effect of over 50% in size; many of its hits are not listed in these tables
# Target sequence (Q6W5P4 whole entry, looked up): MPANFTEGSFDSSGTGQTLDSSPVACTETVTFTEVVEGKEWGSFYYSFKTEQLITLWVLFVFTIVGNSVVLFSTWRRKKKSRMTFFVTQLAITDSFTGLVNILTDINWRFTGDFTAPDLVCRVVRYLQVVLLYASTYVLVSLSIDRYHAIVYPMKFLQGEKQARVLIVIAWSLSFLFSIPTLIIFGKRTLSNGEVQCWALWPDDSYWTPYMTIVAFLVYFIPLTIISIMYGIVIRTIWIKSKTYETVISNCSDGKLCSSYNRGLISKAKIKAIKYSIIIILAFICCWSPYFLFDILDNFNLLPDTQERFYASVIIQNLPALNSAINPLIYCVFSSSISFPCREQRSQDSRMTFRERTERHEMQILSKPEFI
# CBFb RUNX1 block – blocks binding between human CBF-beta and RUNX1. 230,000 tested, under 10 active. Potency, µM (doses to about 59.8 µM), without a hit: top-dose activity, negative = inhibition, most hits filed as inhibitors. AlphaScreen CBFb-His/RUNX1-biotin binding, biochemical. Q01196+Q13951; further: % of control where 0% means no effect
#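 Read-out: AlphaScreen. Format: His-CBF-beta with biotinylated RUNX1 (30 nM each) preincubated 20 min, compound 15 min, Ni-chelate plus streptavidin beads 90 min; room temperature throughout.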
# Tau FP inhib – tau fibrillization inhibition (FP). P10636. K18 P301L tau heparin fibrillization, Alexa594 FP, 6 h. Potency, µM (series often up to 57.7 µM), inactives show at the top dose activity, negative = inhibition, usual class: inhibitors. actives 0.39% (n = 280,000). AID 1468; further: potency means the concentration at half of the fitted maximal effect; on the % scale 0 is the no-effect control and ±100 the full control effect; nearly all actives have a fitted effect of over 55% in size
# Target sequence (P10636 561-689 P618L limits assumed): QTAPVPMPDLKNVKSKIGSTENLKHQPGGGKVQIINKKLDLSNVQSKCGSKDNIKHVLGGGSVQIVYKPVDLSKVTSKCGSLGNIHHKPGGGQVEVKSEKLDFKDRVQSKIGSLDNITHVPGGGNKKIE
#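 K18 P301L tau (15 uM unlabeled/0.24 uM Alexa 594-labeled, final) + compound + heparin 20 uM final; 100 mM NaOAc pH 7; 6 hr 37 C; ThT 30 uM final added, 1 hr RT; FP ex 555/em 632 nm.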
# TexasRed fluor – alters Texas Red total fluorescence, flagging assay interference. TRb/SRC2 Texas Red total fluorescence interference. Potency, µM (titrated, usually from 106 µM), inactives show at the top dose fluorescence change, negative = quenching. actives 0.29% (n = 280,000). AID 1479; active means well fitted curve in either direction with a large enough effect; inconclusive means small, poorly fitted or top-dose-only effect; further: potency means the concentration at half of the fitted maximal effect; on the % scale 0 is the no-effect control and ±100 the full control effect
#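 Human TRβ ligand-binding domain (0.6 uM) and Texas Red SRC2 peptide (20 nM) in Tris buffer with 1 uM T3 and 5% DMSO were incubated with pinned compound for 5 hr at ambient temperature. Total fluorescence was computed as S + 2P (555/632 nm).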
# Epigenetic reg – epigenetic control regulation, reporter derepression | murine LDR cells, GFP reporter derepression, 30 h | Potency, µM (top dose mostly 53.9 µM), for inactives: at the highest dose GFP activation, hits mostly activators | actives 0.2% (n = 280,000) | AID 1865; further: potency means the concentration at half of the fitted maximal effect; % of control where 0% means no effect; nearly all actives have a fitted effect of over 60% in size
#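 In this reporter-derepression format, murine cells bearing a silenced integrated CMV-GFP locus incubate with test compound (30 h, 37 C), then are washed and imaged; fluorescent objects of 20–120 um count as induced cells.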
# GLA spleen mod – alpha-galactosidase A (human) modulation; P06280; human spleen homogenate, 4MU-alpha-Gal fluorescence, 40 min; Potency, µM (titrated, usually from 80 µM), for inactives: at the highest dose activity change, negative = inhibition, most hits filed as inhibitors; actives 0.008% (n = 240,000); AID 2107;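 further: potency means the concentration at half of the fitted maximal effect; 0% = enzyme with vehicle and -100% = no enzyme basal signal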
#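 qHTS titration in buffer at pH 5.0. Alpha-galactosidase activity in spleen homogenate was measured via 4-methylumbelliferone release from 1 mM fluorogenic substrate after 40 min at 37C and a pH 10 stop. AC50 came from Hill fits of control-normalized data.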
# TRb SRC2 PPI – TRbeta-SRC2 interaction inhibition; P10828; TRbeta-SRC2 peptide binding, fluorescence polarization; receptor liganded with 1 µM T3; Potency, µM (titrated, usually from 106 µM), for inactives: at the highest dose activity change, negative = inhibition, actives largely listed as inhibitors; actives 0.065% (n = 280,000); AID 1469;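 further: potency means the concentration at half of the fitted maximal effect; plate controls were bound peptide for no effect and peptide without receptor for full effect; nearly all actives have a fitted effect of over 50% in size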
# Target sequence (P10828 whole entry, looked up): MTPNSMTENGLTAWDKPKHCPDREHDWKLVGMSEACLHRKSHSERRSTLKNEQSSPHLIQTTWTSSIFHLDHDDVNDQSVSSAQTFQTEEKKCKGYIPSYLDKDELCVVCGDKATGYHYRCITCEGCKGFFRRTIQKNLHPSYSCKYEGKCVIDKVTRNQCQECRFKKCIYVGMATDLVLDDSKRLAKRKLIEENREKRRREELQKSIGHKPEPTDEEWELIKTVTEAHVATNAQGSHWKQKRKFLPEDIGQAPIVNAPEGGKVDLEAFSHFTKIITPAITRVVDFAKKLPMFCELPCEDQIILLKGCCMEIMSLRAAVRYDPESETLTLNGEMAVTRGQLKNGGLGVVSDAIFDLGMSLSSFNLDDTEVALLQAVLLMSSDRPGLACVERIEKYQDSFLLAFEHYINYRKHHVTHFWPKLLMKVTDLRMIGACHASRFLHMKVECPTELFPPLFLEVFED
#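 Assay buffer: 20 mM Tris-HCl, 100 mM NaCl, 10% glycerol, 1 mM EDTA, 0.01% NP-40, 1 mM DTT, 1 uM T3, 5% DMSO; TRb LBD 0.6 uM, Texas Red SRC2 20 nM; FP after 5 hr.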
# Tau fluor counter – counter-screen for tau fibril formation inhibitors. tau K18 P301L (four-repeat tau fragment) Alexa594 fluorescence, heparin fibrillization. Potency, µM (doses to about 57.7 µM), without a hit: at the highest dose activity change, negative = decrease. actives 0.93% (n = 280,000). AID 1463; further: potency means the concentration at half of the fitted maximal effect; on the % scale 0 is the no-effect control and ±100 the full control effect; nearly all actives have a fitted effect of over 55% in size
#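 Human K18 P301L tau (15 uM unlabeled plus 0.24 uM Alexa 594-labeled, final) in 100 mM sodium acetate pH 7 was mixed with compound and 20 uM heparin and incubated 6 hr at 37 C.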
# * marks the source's active call; other numbers are inactive results; u = inconclusive; x = no result given; [ ] = dose if it differs, or a comment. Unless noted, the call rests on the fitted dose curve; in most records, active means well fitted curve in the direction sought with a large enough effect; inconclusive means small, poorly fitted or top-dose-only effect, or another doubt; inactive means no such curve, though single readings can be large; an effect the other way counts as inactive or inconclusive. The list is partial; count on the stated rates, not on these rows.
SMILES,NPSR antag,CBFb RUNX1 block,Tau FP inhib,TexasRed fluor,Epigenetic reg,GLA spleen mod,TRb SRC2 PPI,Tau fluor counter
NC1=NCCCC1,x,-2%[21.7 µM],0%,-2%,13%,-28%,2%,-6%
CCn1c(CNC(=O)C23CC4CC(CC(C4)C2)C3)nnc1SCC(=O)Nc1ccc(C)cc1,x,x,8%,-2%,-1.1%,x,3%,-15%
CCOc1nc(N2CCOCC2)nc(C)c1[N+](=O)[O-],8%,2%,4%,1%,-1.1%,-4%,2%,4%
COc1ccccc1/C=N/NC(=O)c1sc(C)nc1C,21%,-1%,-10%,0%,-0.7%[10.1 µM],7%,0%,-10%
CC1=C2C(=O)OC(c3ccoc3)C2(C)CCC1 (stereo not given),9%[46.1 µM],0%,5%,-3%,-0.1%,-12%,-19%,-4%
Cc1ccc(OCCNC(=O)/C=C/c2ccc([N+](=O)[O-])cc2)cc1C,-21%[46.1 µM],-10%,-7%,-1%,1.2%,-23%,-12%,u
O=C(NCC1CCCO1)C1CCN(C2CCN(C3CCCCCC3)CC2)CC1 (stereo not given),-2%,26%,0%,-3%,0.0%,-2%,-6%,-4%
CCOC(=O)C1=C(O)C(=O)N(Cc2ccccc2)CC1,-10%,4%,-3%,-1%,-0.2%,-3%,3%,-9%
Cc1ccc2c(c1)C(=O)CCCCC(=O)N2,11%,13%,-3%,-1%,0.0%,1%,5%,-11%
Cc1ncc(CC(=O)n2cc(C(=O)c3cc(F)ccc3O)cn2)s1,-2%[46.1 µM],-4%,-4%,-1%,0.9%,3%,4%,-7%
Cc1ccc(CCNC(=O)c2ccc(CS(=O)(=O)Cc3ccc(Cl)cc3)o2)cc1,x,x,-8%,-6%,0.8%,x,-2%,-16%
O=C(NC(=S)Nc1ccc(S(=O)(=O)N2CCCCC2)cc1)c1ccccc1,-25%[46.1 µM],-1%,u,0%,1.0%,-8%,3%,u
CC(C)(C)c1[nH]nc2c1C(C1C=CCCC1)C(C#N)=C(N)O2 (stereo not given),-15%[46.1 µM],-8%,5%,-5%,-0.2%,-6%,0%,-20%
O=C(c1cccc(C(=O)N2CCN(c3ccccc3)CC2)c1)N1CCN(c2ccccc2)CC1,-11%[46.1 µM],-13%,2%,-2%,1.1%,-4%,-2%,-5%
CCN(CC)S(=O)(=O)c1ccc(N2CCN(S(=O)(=O)c3ccc4c(c3)OCCO4)CC2)nc1,-11%[46.1 µM],0%,12%,0%,0.7%,3%,-6%,-17%
CCN1CCN(c2ccc(NC(=O)Cc3ccccc3)cc2)CC1,-17%[46.1 µM],4%,0%,1%,3.6%,-3%,10%,-2%
Cc1ccc(-c2nc(C(=O)Nc3cccc(C#N)c3)c3n2CCCCC3)cc1,x,x,-8%,13%,1.4%,x,15%,0%
FC(F)(F)c1cc(-c2ccccc2)nc2cc(-c3ccccc3)nn12,x,x,-4%,4%,-1.1%,x,1%,-16%
CC(=O)Nc1ccc(Oc2cc(N)cc([N+](=O)[O-])c2)cc1,5%,6%,-9%,-1%,-3.3%,0%,4%,-18%
CCCNC(=O)c1ccc2c(=O)c(O)c(-c3ccsc3)[nH]c2c1,-8%,1%,10%,-1%,0.5%,-8%,0%,-15%
C=CCN1CC(c2nc3ccccc3n2Cc2cccc3ccccc23)CC1=O (stereo not given),-27%[46.1 µM],-7%,1%,2%,3.1%,0%,-2%,-5%
Cc1c(-c2nc(-c3ccc4c(c3)OCO4)no2)nnn1-c1ccc(Br)cc1F,x,x,u,0%,-2.6%,x,-12%,-24%
COc1ccc(N2C(=O)C(O)C2c2ccc(C)cc2)cc1 (stereo not given),4%,1%,4%,-3%,-1.0%,-13%,7%,-7%
CC1CCC(Nc2nc3c(-c4cccc(C(F)(F)F)c4)nnn3c3ccccc23)CC1 (stereo not given),x,x,u,-2%,1.2%,x,-6%,u
O=C(C1CCN(S(=O)(=O)c2ccc(Br)s2)CC1)N1CCN(C2CCCCC2)CC1,-4%,9%,-5%,-1%,3.0%,-20%,4%,-15%

# Next records follow.
SMILES,NPSR antag,CBFb RUNX1 block,Tau FP inhib,TexasRed fluor,Epigenetic reg,GLA spleen mod,TRb SRC2 PPI,Tau fluor counter
CCOc1ccc(-n2cnc3c(=O)[nH]c(N)nc32)cc1,-20%,-4%,-4%,-2%,1.1%,-10%,0%,-1%
O=C(NNC(=O)c1csc(-c2cccnc2)n1)Nc1ccc(Cl)cc1,-2%,13%,7%,-2%,-5.8%,5%,1%,-17%
O=C(COc1ccc(S(=O)(=O)NC2CCCCC2)cc1)NC1CCCC1,-2%,2%,9%,-3%[53 µM],1.1%,1%,-2%[53 µM],6%
CCOC(=O)c1cccc(NC(=O)CS(=O)(=O)Cc2nc(-c3cccc(OC)c3)oc2C)c1,-14%[46.1 µM],5%,0%,-2%,-0.8%,3%,-9%,-15%
Cc1ccc(S(=O)(=O)N2CCCC2)cc1S(=O)(=O)N1CCCC1,-1%[46.1 µM],13%,-9%,-1%,0.9%,10%,-14%,-11%
CC1=C(C(=O)Nc2cc(C)ccc2C)C(c2cccs2)NC(=S)N1 (stereo not given),-13%[46.1 µM],2%,-6%,0%,-1.7%,-3%,-8%,-1%
O=C(CCn1nc(-c2ccccc2)ccc1=O)NCCCN1CCCCCC1,-14%[46.1 µM],4%,u,2%,0.0%,-4%,-10%,-5%
CN(C)C(CNc1ncnc2sccc12)c1ccccc1 (stereo not given),13%,15%,0%,-6%,1.5%,-1%,-7%,4%
Cc1ccc(C)c(-n2cc(CN3CCN(C(=O)c4ncn[nH]4)CC3)c(-c3ccccc3)n2)c1,20%,0%,2%,0%,0.0%,-5%,-3%,-7%
Cc1ccccc1NC1=NC(=S)N(CC(N)=O)C12CCOC(C)(C)C2 (stereo not given),9%,-3%,-1%,-2%,3.2%,8%,-4%,0%
CCCC[C@@]1(C2CCCC2)Cc2cc(OCC(=O)O)c(Cl)c(Cl)c2C1=O,u,14%,-3%,-3%,1.1%,-1%,-3%,-5%
CCOC(=O)c1cnc2ccc(OCC)cc2c1Nc1cc(Cl)c(OC)cc1OC,x,x,3%,3%,u,x,6%,-17%
Cc1nn(Cc2ccc(F)cc2)c(C)c1NC(=O)c1noc2c1CCCCC2,-4%[46.1 µM],14%,7%,0%,0.0%,-14%,-6%,-1%
COc1ccc(CN(C)CC(=O)Nc2cccc(S(N)(=O)=O)c2)c(OC)c1OC,8%,-1%,3%,-2%,11%,2%,0%,-1%
CC(C)NC(=O)C1(c2ccccc2)CC1(Cl)Cl (stereo not given),2%,4%,1%,-1%,-1.1%,1%,4%,0%
O=C1CCCCCN1Cc1ccccc1,13%[46.1 µM],2%,-3%,1%,-1.7%,-10%,-1%,2%
C/C(=N\N=C1\NC(=O)CC(C(=O)O)S1)c1ccc(F)cc1 (stereo not given),12%,0%,12%,0%,-1.1%,1%,0%,4%
Cn1c(=O)cc(SCC(=O)Nc2ccccn2)c2ccccc21,-28%[46.1 µM],5%,-5%,-5%,0.0%,-1%,1%,-10%
COc1cc(/C=C/C(=O)N2CCCCC2=O)cc(OC)c1OC,x,-3%[21.7 µM],u,-2%,0.3%,0%,0%,-15%
CCCC(=O)c1ccc(N2CCN(C(=O)c3ccccc3)CC2)c(F)c1,-15%[46.1 µM],6%,7%,0%,-1.0%,6%,-3%,-4%
COc1ccc(-c2nc3cc(NC(=O)c4cc5ccccc5o4)ccc3o2)cc1,x,x,-9%,5%,-1.6%,x,-1%,-15%
CC(=C1C(=O)c2ccccc2C1=O)N1CCN(c2ccccn2)CC1,-3%[46.1 µM],-4%,13%,3%,0.0%,12%,3%,-7%
CN(C)S(=O)(=O)c1ccc(C(=O)N2CCN(S(=O)(=O)c3cccs3)CC2)cc1,8%,15%,-5%,-2%,1.6%,2%,1%,-3%
COc1ccc(C(=O)CNc2ccc3ccccc3c2)cc1,-5%,-16%,3%,-3%,1.1%,7%,5%,-22%
Cc1ccc(S(C)(=O)=N/C=C2\C(=O)c3sccc3N(C)S2(=O)=O)cc1 (stereo not given),-2%,2%,u,-2%,-1.7%,-3%,-1%,-24%

# Overlap with the part before: 5 entries, followed by the next part.
SMILES,NPSR antag,CBFb RUNX1 block,Tau FP inhib,TexasRed fluor,Epigenetic reg,GLA spleen mod,TRb SRC2 PPI,Tau fluor counter
COc1ccc(-c2nc3cc(NC(=O)c4cc5ccccc5o4)ccc3o2)cc1,x,x,-9%,5%,-1.6%,x,-1%,-15%
CC(=C1C(=O)c2ccccc2C1=O)N1CCN(c2ccccn2)CC1,-3%[46.1 µM],-4%,13%,3%,0.0%,12%,3%,-7%
CN(C)S(=O)(=O)c1ccc(C(=O)N2CCN(S(=O)(=O)c3cccs3)CC2)cc1,8%,15%,-5%,-2%,1.6%,2%,1%,-3%
COc1ccc(C(=O)CNc2ccc3ccccc3c2)cc1,-5%,-16%,3%,-3%,1.1%,7%,5%,-22%
Cc1ccc(S(C)(=O)=N/C=C2\C(=O)c3sccc3N(C)S2(=O)=O)cc1 (stereo not given),-2%,2%,u,-2%,-1.7%,-3%,-1%,-24%
COc1ccc(Cc2nnc(Nc3ccc(Cl)cc3)[nH]c2=O)cc1,3%,4%,2%[0.0958 µM],-6%,-1.6%,-17%,6%,7%[0.0958 µM]
CCOc1ccc(NC(=O)CCS(=O)(=O)c2ccc3nc(C)sc3c2)cc1,x,x,4%,-1%,5.3%,x,4%,-3%
CC(=O)N(CC(=O)Nc1nn(-c2ccccc2)nc1C(N)=O)Cc1ccccc1,-4%[46.1 µM],1%,-9%,0%,0.0%,-3%,5%,-19%
Nc1nonc1C(=O)NCCNCc1cc(Br)ccc1OCc1ccccc1F,-7%[46.1 µM],0%,-7%,-5%,0.9%,8%,-4%,-26%
COc1ccc(Cl)cc1NC(=O)NCCc1c(C)nn(C)c1C,x,x,2%,-1%,-4.1%,x,2%,-3%
CC(=O)Nc1nc(C)c(-c2csc(Nc3ccc(O)cc3)n2)s1,u,-28%,-12%,-21%,1.4%,1%,-1%,14µM*[quencher]
CCOC(=O)CSc1snnc1-c1ccccc1,-8%[46.1 µM],3%,0%,0%,0.1%,0%,-1%,-14%
